HT1080 IDH1KD tx = qHTS for induction of synthetic lethality in tumor cells producing 2HG: qHTS for the HT-1080-IDH1KD cell line; AID 686971, 2013; HT-1080 IDH1 knockdown viability, ATP luminescence, 48 h; Potency, µM (series often up to 46.1 µM), for the others: top-dose activity, negative = toxicity, usual class: cytotoxic; actives 2% (n = 360,000);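 further: 0% = DMSO wells and -100% = cell-free medium wells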
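CellTiter-Glo luminescence after 48 h compound exposure at 37 degrees C of IDH1-knockdown HT-1080 cells in 5% FBS RPMI. %Activity scaled between DMSO wells and cell-free media wells, with curves fitted and assigned curve classes.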
KB-V1 MDR tox = qHTS assay for MDR1-selective chemotherapeutics: Primary screen using the drug-selected MDR subline cells KB-V1. Potency, µM (titrated, usually from 46.1 µM), inactives show at the highest dose activity change, negative = cytotoxicity, hits mostly cytotoxic. KB-V1 MDR cells viability, CellTiter-Glo, 72 h. actives 3.4% (n = 400,000); further: on the % scale 0 is the no-effect control and ±100 the full control effect; nearly all actives have a fitted effect of over 60% in size
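Drug-selected KB-V1 cells, grown in DMEM lacking phenol red with 10% FBS, receive compound titrations; after three days at 37 degrees C, surviving cell ATP is quantified by CellTiter-Glo luminescence and responses normalized and curve-fitted.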
HT1080-NT tox = qHTS for induction of synthetic lethality in tumor cells producing 2HG: qHTS for the HT-1080-NT fibrosarcoma cell line; HT-1080-NT fibrosarcoma viability, CellTiter-Glo ATP luminescence, 48 h; Potency, µM (series often up to 46.1 µM), without a hit: top-dose activity, negative = less viability, most hits filed as cytotoxic; AID 686970, 2013; actives 1.6% (n = 360,000);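 further: NT is the 2HG producing partner of a matched IDH1 knockdown line; 0% = DMSO-treated cells and -100% = media-only wells without cells; nearly all actives have a fitted effect of over 55% in size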
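HT-1080-NT fibrosarcoma cells (2HG-overproducing), 750 cells/well in RPMI with 5% FBS, dosed after 2 h and incubated 48 h at 37C. CellTiter-Glo luminescence normalized to DMSO and no-cell wells; concentration-response curves fitted and classed.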
GLP-1R agonist = qHTS of GLP-1 Receptor Agonists; Glucagon-like peptide 1 receptor (Homo sapiens), P43220; HEK293 GLP-1R CRE-luciferase, luminescence, 4-6 h; cells express a hypersensitive GLP-1R form; Potency, µM (doses to about 45.6 µM), for inactives: at the top dose activation, hits mostly activators; actives 0.007% (n = 380,000); further: % of control where 0% means no effect
Target sequence (P43220 whole entry, looked up): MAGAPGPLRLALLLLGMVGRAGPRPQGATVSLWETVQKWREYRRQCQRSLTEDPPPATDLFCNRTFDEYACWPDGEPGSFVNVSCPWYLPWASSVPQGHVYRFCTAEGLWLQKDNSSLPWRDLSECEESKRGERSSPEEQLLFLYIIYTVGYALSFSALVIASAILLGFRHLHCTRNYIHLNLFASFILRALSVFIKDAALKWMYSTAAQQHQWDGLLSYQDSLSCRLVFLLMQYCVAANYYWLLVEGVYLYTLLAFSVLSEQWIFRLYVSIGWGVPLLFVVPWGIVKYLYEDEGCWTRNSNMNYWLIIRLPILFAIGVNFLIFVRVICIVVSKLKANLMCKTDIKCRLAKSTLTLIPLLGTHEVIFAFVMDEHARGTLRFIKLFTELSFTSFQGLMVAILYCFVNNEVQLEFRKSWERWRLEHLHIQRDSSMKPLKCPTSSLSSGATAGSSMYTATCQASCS
HEK293 tox = qHTS of GLP-1 Receptor Inverse Agonists: Cytotox Screen; Potency, µM (highest dose often 38.3 µM), inactives show at the highest dose activity change, negative = inhibition, hits mostly inhibitors; AID 624418, 2012; HEK293 cAMP-luciferase reporter cells, luminescence, 24 h; actives 0.13% (n = 410,000);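 further: loss of luciferase light is scored as toxicity; on the % scale 0 is the no-effect control and ±100 the full control effect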
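To flag toxic compounds, the library was rerun on cells for 24 hr at 37 deg C and 5% CO2. Viability-linked luminescence was captured 12 min after adding luciferase detection reagent.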
TDP43 rescue = qHTS of TDP-43 Inhibitors. TDP-43 expressing yeast growth rescue, BacTiter-Glo, 24 h. Potency, µM (doses to about 46.1 µM), without a hit: at the top dose growth rescue (activation), actives largely listed as activators. actives 1.8% (n = 410,000). AID 652104, 2013; further: % of control where 0% means no effect; nearly all actives have a fitted effect of over 50% in size
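Yeast cells expressing TDP-43 under galactose induction are exposed to compounds for 24 hr at 30 deg C. BacTiter-Glo luminescence measures growth, so protective compounds score as activators.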
KB-3-1 tox = qHTS assay for MDR1-selective chemotherapeutics: Primary screen using the parental adenocarcinoma cell KB-3-1; KB-3-1 viability, CellTiter-Glo ATP luminescence, 72 h; Potency, µM (doses to about 46.1 µM), inactives show top-dose activity change, negative = cytotoxic, most hits filed as cytotoxic; actives 1.4% (n = 400,000); AID 1347075, 2019; further: on the % scale 0 is the no-effect control and ±100 the full control effect; nearly all actives have a fitted effect of over 60% in size
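KB-3-1 parental drug-naive adenocarcinoma cells in DMEM/10% FBS, incubated 72 h at 37 C with pin-transferred compounds across a concentration series. Viability by CellTiter-Glo luminescence; concentration-response curves fitted after normalization.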
GLP1R inv ag = qHTS of GLP-1 Receptor Inverse Agonists (Inhibition Mode); Glucagon-like peptide 1 receptor (Homo sapiens), P43220; actives 1.6% (n = 410,000); Potency, µM (highest dose often 38.3 µM), for inactives: at the highest dose activity change, negative = inhibition, actives largely listed as inhibitors; HEK293 GLP-1R CRE-luciferase, luminescence, 24 h; GLP-1R form is constitutively active; further: on the % scale 0 is the no-effect control and ±100 the full control effect; nearly all actives have a fitted effect of over 55% in size
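qHTS in 1536-well format: reporter HEK293 cells expressing constitutive GLP-1R activity in DMEM + 10% Nu serum, 24 hr with compounds at 37 deg C, luminescence read after 12 min with detection reagent.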
SW480 rerep = A quantitative high throughput screen for small molecules that induce DNA re-replication in SW480 colon adenocarcinoma cells; SW480 DNA re-replication, Hoechst DNA content imaging, 48 h; Potency, µM (series often up to 46.1 µM), for inactives: top-dose re-replication activation, most hits filed as activators; actives 1.8% (n = 340,000); further: % of control where 0% means no effect; nearly all actives have a fitted effect of over 55% in size
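Image-based read-out: total Hoechst fluorescence of nuclei (405 nm excitation, 500-530 nm emission), with hits raising the fraction of high-intensity nuclei. SW480 colon cells incubated 48 hr with compounds at 37 C.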
The depositor's hits bear a star; ? = inconclusive; . = not tested or not shown; [ ] = another dose, or the depositor's remark. The call rests on the fitted dose curve; in most records, active means well fitted curve in the direction sought with a large enough effect; inconclusive means small, poorly fitted or top-dose-only effect, or another doubt; inactive means no such curve, though single readings can be large; an effect the other way counts as inactive or inconclusive. Potency means the concentration at half of the fitted maximal effect.

SMILES	HT1080 IDH1KD tx	KB-V1 MDR tox	HT1080-NT tox	GLP-1R agonist	HEK293 tox	TDP43 rescue	KB-3-1 tox	GLP1R inv ag	SW480 rerep
CCn1c(/C=C2\C(=O)N(C(C)C)c3ccccc32)nc2ccccc2c1=O	-27%	2%	-24%	12%	?	?	-11%	?	?
C/C(=N\OCc1nc2ccccc2c(=O)n1/N=C/c1cc([N+](=O)[O-])ccc1O)c1ccccc1	-11%	-5%	-8%	-5%	-12%	9%	-10%	-20%	-10%
O=S(=O)(c1cccc2nonc12)N1CCN(c2ccccc2F)CC1	?	-3%	-2%	9%	-4%	19%	17%	2%	-9%
O=S(=O)(Nc1cnc2ccccc2c1)N1CCCCCC1	-15%	-38%	-15%	15%	-21%	28%	-33%	?	-4%
COc1cc(OC)cc(C(=O)NC(C)c2cnn(-c3ccccc3C)c2C)c1 (configuration not stated)	1%	1%	6%	8%	-36%	0%	0%	-4%	-57%[inhibitor]
CN(C)/C=N/c1ncc(C(=O)OC(C)(C)C)s1	0%	-1%	4%	7%	-1%	15%	-1%	16%	-1%
CCCCC(=O)Nc1ccc(NC(=S)NC(=O)CCCCl)cc1OC	-17%	?	-6%	5%	-5%[1.53 µM]	-5%	8%	?	4%
Cc1ccc2cccc(SCC(=O)NCc3ccco3)c2n1	13%	5%	0%	0%	0%	-9%	3%	6%	-3%
O=[N+]([O-])c1ccc(/C([O-])=C(/C(=S)NCc2ccco2)[n+]2ccccc2)cc1	14%	25%	18%	15%	?	0%[9.22 µM]	-2%	?	-3%
C=CCOc1ccc(/C=C(\C#N)C(=O)Nc2ccccn2)cc1	6%	-1%	0%	-7%	2%	17%	9%	4%	-6%
CC(C)Cc1nnc(NC(=O)C23CC4CC(CC(C4)C2)C3)s1	1%	11%	0%	-6%	-8%	16%	12%	?	-23%
CC1(C(=O)NS(=O)(=O)c2cccc(C#N)c2)CCN1C(=O)Cc1ccc(-c2ccccc2)cc1 (configuration not stated)	7%	3%	8%	-2%	14%	21%	0%	8%	.
CC1CCN(C(=O)COc2cccc3c2CCN(Cc2ccccc2)C3=O)CC1	-26%	-1%	-23%	3%	1%	23%	?	?	?
CCCc1cn(CC(C)n2c(=O)c3ccccc3n2Cc2cc(C(C)C)no2)nn1 (configuration not stated)	12%	-31%	14%	.	-4%	22%	-7%	3%	.
Cn1cccc1/C=C1/SC(=O)N(CC(=O)N2CCCC2)C1=O	12%	16µM*	17%	4%	?	-17%	-9%	4%	1%
O=C(Nc1ccc(F)cc1)c1ccc2c(c1)S(=O)(=O)N=C1CCCCCN12	-8%	0%	0%	-1%	-8%	4%	-3%	9%	-7%
CCc1ccc(NC(=O)C(=O)NCC(c2ccc3c(c2)OCO3)N2CCOCC2)cc1 (configuration not stated)	.	4%	.	.	8%	13%	14%	19%	.
CC1CC(=O)Nc2ccccc2N1S(=O)(=O)c1cccc(Cl)c1 (configuration not stated)	11%	-20%	26%	-1%	2%	18%	7%	1%	1%
Cc1ccccc1NC(=O)CN1C(=O)CCn2nc(-c3cccn3C)cc21	.	-4%	.	.	1%	25%	0%	6%	.
COCC(C)n1c(SCC(=O)Nc2oc(C)c3c(C)n[nH]c(=O)c23)nc2ccccc2c1=O (configuration not stated)	4%	.	0%	11%	3%	?	.	6%	2%
O=S(=O)(Cc1ccccc1)N1CCN(c2ccccc2)CC1	0%	2%	14%	-4%	-1%	8%	0%	4%	-3%
O=C1CSC(=Nc2ccccc2[N+](=O)[O-])N1	19%	-2%	26%	10%	-4%	4%	7%	16%	-1%
CC1=CC=CC2=NC(=O)CC(C)(C(=O)N(CC(=O)NC3CCCC3)Cc3ccc(Cl)cc3)N12 (configuration not stated)	-1%	10%	3%	0%	0%	-24%	2%	-20%	-2%
COc1ccc(CC(=O)Nc2ccc3c(c2)OC2(CCCC2)O3)c(OC)c1	8%	?	13%	5%	3%	-7%	-2%	?	.
CCNC(=O)NC(=O)C(C)Sc1ccc2c(c1)OCCO2 (configuration not stated)	3%	-3%	4%	5%	-12%	25%	0%	4%	-5%
New compounds follow.
SMILES	HT1080 IDH1KD tx	KB-V1 MDR tox	HT1080-NT tox	GLP-1R agonist	HEK293 tox	TDP43 rescue	KB-3-1 tox	GLP1R inv ag	SW480 rerep
CC(=O)N1CCCC1c1nc2ccccc2n1Cc1cccc(C)c1 (configuration not stated)	.	-13%	.	.	-1%	10%	-7%	-1%	.
C=CCn1c(SCC(=O)N2CCN(c3ccccc3)CC2)nnc1-c1ccco1	4%	13µM*	1%	-3%	-17%	1%	0%	0%	-5%
O=C(NC1CC1)C1CCN(C(=O)c2ccc(Cl)cc2)CC1	10%	-2%	16%	7%	16%	-9%	6%	-3%	-8%
Cc1cccc(Oc2coc3cc(OC(=O)c4cc5ccccc5oc4=O)ccc3c2=O)c1	10%	?	1%	-7%	-2%	1%	-2%	2%	-2%
COc1ccc(NC(=O)CN2C(=O)NC(C)(C3CC3)C2=O)cc1S(=O)(=O)N1CCOCC1 (configuration not stated)	1%	-20%	8%	-3%	-39%	17%	16%	7%	8%
COc1ccccc1NC(=O)c1ccc(NC(=O)C2CC2)cc1	10%	-18%	22%	1%	-4%	6%	14%	20%	0%
Clc1ccc2nc(CN3CCCc4ccccc43)cn2c1	?	3%	?	20%	13%	-15%	9%	-12%	-4%
CCN(CC)S(=O)(=O)c1ccc(NC(=O)c2ccc(Cl)nc2)cc1	-15%	-22%	-7%	14%	0%	11%	0%	-21%	-1%
CCc1nnc(NC(=O)C2CC(=O)N(c3ccc4c(c3)OCCO4)C2)s1 (configuration not stated)	-1%	0%	-1%	0%	-6%	-11%	-2%	3%	-5%
COc1ccc(OC(=O)CCN2C(=O)C3C4C=CC(C4)C3C2=O)cc1 (configuration not stated)	?	2%	-29%	6%	2%	4%	-6%	-2%	-6%
N/C(=N\OC(=O)c1ccc(=O)n(Cc2ccc(Cl)cc2)c1)c1ccccn1	-4%	-10%	?	10%	-29%	22%	0%	-23%	20%
Cc1ccc(NC(=O)N2CCN(Cc3ccc4c(c3)OCO4)CC2)cc1	-16%	21µM*	-8%	-1%	11%	-19%	-15%	-8%	-1%
O=C(COc1ccc2c(c1)oc(=O)c1ccccc12)N[C@@H](Cc1ccccc1)C(=O)O	12%	16%	-1%	0%	-7%	13%	0%	14%	14%
Cc1ccc(Cn2nnc3c(=O)n(CC(=O)c4ccccc4)cnc32)cc1	-5%	3%	-19%	14%	0%	8%	12%	-17%	-5%
C=CCOc1nc2c(c(=O)n(C)c(=O)n2C)n1Cc1ccc(Cl)cc1Cl	1%	9%	-1%	7%	1%	-23%	1%	8%	-1%
CC1CCN(C(=O)CSc2nc(=O)n3cc(Cl)ccc3n2)CC1	9%	?	-1%	19%	-7%	-8%	?	10%	-60%[inhibitor]
COc1ccc(NS(=O)(=O)c2csc(C(N)=O)c2)cc1	5%	2%	4%	16%	-6%	3%	-1%	-2%	16%
COc1ccc(-c2cnnc(N/N=C/c3ccc(-c4ccc([N+](=O)[O-])cc4)o3)n2)cc1	?	18µM*	-27%	3%	?	21%	4.6µM*	?	?
C/C(=N\N(c1ccccc1)c1ccccc1)c1ccc(O)cc1	?	-17%	?	16%	7%	14%	-2%	?	6%
Cn1ncc(Br)c1C(=O)N/N=C/c1cccc(OC2CSC2)c1	2%	-16%	0%	14%	7%	9%	-10%	7%	-30%
CCOC(=O)c1nnn(CC(=O)N2N=C(c3ccc(Cl)cc3)CC2c2ccccc2)c1C(=O)OCC (configuration not stated)	-10%	?	-8%	0%	-4%	1%	-21%	-8%	-4%
C=CCOc1cccc(C(=O)N2CCCC(Nc3ccc(F)cc3)C2)c1 (configuration not stated)	?	?	-22%	-1%	-3%	-11%	-9%	?	19%
CCn1c(SCC(=O)N2CCCCC2C)nnc1-c1ccco1 (configuration not stated)	15%	?	12%	-1%	1%	1%	8%	6%	-3%
NC(=O)CCCn1c(C(=O)c2cc(Cl)c(N)c(Cl)c2)c2ccc(C(F)(F)F)cc2[n+]1[O-]	0%	10%	0%	1%	?	9%	-9%	?	4%
COC(=O)N/N=C(\C)c1ccccc1Br	19%	4%	14%	-3%	3%	1%	0%	4%	-5%
CCOC(=O)CSC1=NC(=O)CS1	-2%	-8%	-2%	-10%	14%	?	-1%	0%	?
O=C(N/N=C/C=C/c1ccco1)c1cnccn1	4%	18%	10%	0%	-2%	-6%	1%	24%	-1%
CC(C)(C)CC(C)(C)NC(=O)c1ccccc1	13%	0%	14%	0%	-20%	5%	?	-27%	-7%

Bioassay records as filed in PubChem.
